BoNT-A LC inh2 – inhibitors of Botulinum neurotoxin A light chain protease; multiplex microsphere protease substrate cleavage, flow cytometry; inhibition, % at 10 µM; 0.17% of 360,000 active; AID 588499; also: plate controls were buffer without enzyme for full effect and enzyme alone for no effect
Anthrax LF prot – blocks Bacillus anthracis lethal factor protease; P15917; multiplex microsphere protease cleavage assay, LF; inhibition, % at 10 µM; 0.12% of 360,000 active; also: plate controls were buffer without enzyme for full effect and enzyme alone for no effect
Target sequence (P15917 whole entry, looked up): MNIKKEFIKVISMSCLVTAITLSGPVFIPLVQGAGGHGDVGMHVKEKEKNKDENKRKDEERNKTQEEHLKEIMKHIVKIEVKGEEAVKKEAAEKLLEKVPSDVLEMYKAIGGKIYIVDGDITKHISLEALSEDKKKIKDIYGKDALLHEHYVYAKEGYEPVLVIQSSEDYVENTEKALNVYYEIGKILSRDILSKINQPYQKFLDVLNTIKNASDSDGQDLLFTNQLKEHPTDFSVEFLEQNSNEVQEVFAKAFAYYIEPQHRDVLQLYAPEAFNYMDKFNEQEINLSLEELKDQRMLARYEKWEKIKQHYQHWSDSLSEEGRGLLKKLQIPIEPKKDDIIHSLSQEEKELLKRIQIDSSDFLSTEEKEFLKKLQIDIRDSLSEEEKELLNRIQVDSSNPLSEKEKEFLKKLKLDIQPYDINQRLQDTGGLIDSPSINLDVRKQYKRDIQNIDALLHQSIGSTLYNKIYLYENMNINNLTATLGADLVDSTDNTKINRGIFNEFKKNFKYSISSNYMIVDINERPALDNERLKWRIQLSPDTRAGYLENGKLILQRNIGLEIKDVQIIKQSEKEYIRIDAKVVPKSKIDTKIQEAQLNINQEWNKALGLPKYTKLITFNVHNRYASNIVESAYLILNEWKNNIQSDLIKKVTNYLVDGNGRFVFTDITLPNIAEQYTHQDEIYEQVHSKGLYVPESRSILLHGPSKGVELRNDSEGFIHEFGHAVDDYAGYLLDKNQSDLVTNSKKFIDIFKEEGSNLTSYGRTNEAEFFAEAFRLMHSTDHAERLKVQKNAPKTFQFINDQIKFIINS
FadD28 FP inh – inhibitors of Mycobacterium tuberculosis FadD28 bisubstrate binding | 0.22% of 360,000 active | FadD28 bisubstrate probe binding, fluorescence polarization | AID 588549 | inhibition, % at 12.5 µM; in the data active = inhibition above about 8.5%, passing the limit was not always enough; inconclusive = no clear call, values can overlap the other calls
BoNT-F LC inh – BoNT F light chain protease inhibition | Multiplex microsphere protease cleavage assay, flow cytometry | inhibition, % at 10 µM | 0.22% of 360,000 active | AID 588497; in the data active = inhibition above about 35%, passing the limit was not always enough; inconclusive = no clear call, values can overlap the other calls; also: plate controls were buffer without enzyme for full effect and enzyme alone for no effect
TcdB GH inh – inhibitors of Clostridioides difficile toxin B glycohydrolase; inhibition, % at 9.99 µM; TcdB glycohydrolase enzymatic assay, plate reader; P18177; 0.24% of 350,000 active; in the data active = inhibition above about 10%
Y pestis TopoI – inhibitors of Yersinia pestis topoisomerase I; activity, % at 10 µM; 0.064% of 360,000 active; Y. pestis Topo-I cleavage product accumulation, plate reader; in the data active = activity above about 50%, passing the limit was not always enough; inconclusive = no clear call, values can overlap the other calls; also: inactives centre near 2
PrPC TRFRET – reduces human prion protein on the cell surface; inhibition, % at 13.8 µM; AID 720596; P04156; cell surface PrPC, TR-FRET read-out; 0.43% of 370,000 active; in the data active = inhibition above about 24%; also: 0% = median of the test wells and 100% = reference compound wells
PfHsp40 yeast – rescue of PfHsp40-mediated yeast toxicity; S. cerevisiae expressing PfHsp40, growth rescue, ATP luminescence; growth rescue, % at 12.5 µM; 0.68% of 340,000 active; AID 504582; in the data active = growth rescue above about 28%, passing the limit was not always enough; inconclusive = no clear call, values can overlap the other calls;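 also: yeast W303a lacking pdr1 and pdr3 grown in galactose medium; growth measured after three days at 30 °C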
CCHFV vOTU inh – CCHFV vOTU protease inhibition; Pep-AMC fluorescence; inhibition, % at 11.5 µM; 0.55% of 370,000 active; AID 651958; in the data active = inhibition above about 30%; also: 0% = vehicle wells with enzyme and 100% = no enzyme wells
Active calls of the source: *; u = inconclusive; x = not tested or not shown; & = joins results of further samples. Rule as the data show it, unless noted: active = inhibition above about 30%; inconclusive = no clear call, values can overlap the other calls; inactive = below that.

SMILES	BoNT-A LC inh2	Anthrax LF prot	FadD28 FP inh	BoNT-F LC inh	TcdB GH inh	Y pestis TopoI	PrPC TRFRET	PfHsp40 yeast	CCHFV vOTU inh
O=C(Nc1cccc(F)c1)Nc1ccnn1C1CCN(C(=O)c2ccccn2)CC1	3.1	-3	-3.8	2	1.5	1	-12	-0.6	19
CN(C(=O)CN1C(=O)NC(C)(c2cccc(Br)c2)C1=O)C1CCCCC1 (stereo not given)	0.3	-7	0.5	0	2.1	11	-4	0.9	-2
c1ccc(CN2CCN(CCCNc3ccc4nnc(-c5ccccc5)n4n3)CC2)cc1	-0.9	-10	-6.3	-19	x	10	x	0.9	x
CC1(C(=O)NCc2ccc(Cl)cc2)CCN1C(=O)Cc1cccc2ccccc12 (stereo not given)	0.1	-4	-0.3	6	1.5	28	-1	x	10
Cc1cc(C(C)(C)C)oc1C(=O)N1CCN(C(=O)c2oc(C(C)(C)C)cc2C)CC1	-1.7	-6	-3.9	-16	x	5	0	0.7	-11
Oc1ccccc1-c1cc(-c2ccco2)[nH]n1	-0.7	-10	-4.3	-10	x	-3	-3	0.6	3
COc1ccc2c(c1)CCC/C2=N\NC(=O)c1ccoc1C	-0.5	-2	1.7	1	0.7	6	9	-1.0	0
Cn1c(=O)c2c(nc(-c3ccc(N(CCCl)CCCl)cc3)n2C)n(C)c1=O	0.0	2	0.3	-1	0.7	21	-7	3.5	-232
OCCC1CN(Cc2nc3c(s2)CCCC3)CCN1Cc1ccccc1 (stereo not given)	0.1	-6	-1.9	-2	1.5	15	7	0.2	-9
COc1ccccc1OCC(=O)Nc1ccc(S(=O)(=O)Nc2cc(C)on2)cc1	-3.1	0	-4.5	-12	2.4	-4	-6	0.9	7
N#Cc1cccc(C#N)c1NCC1CCCO1 (stereo not given)	0.5	1	0.0	21	1.9	-4	-5	-1.5	-89
Cc1oc(-c2ccc(F)cc2)nc1CN1CCCC(C(=O)N2CCOCC2)C1 (stereo not given)	-1.2	-1	0.7	0	1.4	5	-7	10	17
Cc1cc(C)nc(N/N=C/c2ccccc2)n1	0.0	-1	-3.3	0	2.0	-1	x	-1.5	x
CC(NC(=O)CCCn1cc([N+](=O)[O-])cn1)c1ccccc1 (stereo not given)	-0.4	4	-1.8	5	0.5	-1	-1	-1.4	4
COCCNC(=S)N1CCN(c2cccc(C)c2C)CC1	-1.3	6	-2.9	-4	0.1	5	-3	4.0	-1
Cc1ccccc1OCC(O)Cn1c2ccccc2c2ccccc21 (stereo not given)	-1.3	-8	-3.7	-15	0.7	-8	4	111*	4
COc1cc(C(=O)c2ccccc2Cl)c([N+](=O)[O-])cc1OC	0.2	0	-2.1	2	0.8	5	-8	2.1	5
COc1ccc(N2CCN(C(CNC(=O)c3ccco3)c3ccco3)CC2)cc1 (stereo not given)	1.5	-7	-0.2	5	-0.5	-3	-6	-0.5	5
O=C(N/C=N/OCc1cccc(C(F)(F)F)c1)N1OC[C@@H]2COc3ccc4ccccc4c3[C@@H]21	-0.7	0	-1.1	-1	x	-4	-1	-0.9	10
O=C(NCCN1CCN(Cc2ccc([N+](=O)[O-])cc2)CC1)C(=O)Nc1ccccc1	-0.5	1	-0.2	-8	-0.4	-9	-10	-0.5	15
c1cc2c(cc1N1CCOCC1)CNCc1cnnn1-2	-0.3	-2	0.4	-1	0.0	x	-11	x	2
O=C(/C=C/c1ccc(F)cc1)Nc1cc(S(=O)(=O)N2CCOCC2)ccc1N1CCOCC1	-0.6	-1	-2.1	-5	1.0	2	-4	x	12
CC[C@@H](C)[C@H](NC(=O)Cc1c(C)c2c(cc(C)c3c(C)c(C)oc32)oc1=O)C(=O)O	2.2	-11	-1.6	38*	0.6	-1	-4	1.8	-8
CCOC(=O)COc1ccc(/C=C2/C(=O)NN(c3ccc(F)cc3)C2=O)cc1OC	x	x	-1.3	x	-0.2	-3	-1	-0.4	-11
CCOCCCn1c(=N)c(C(=O)NCCN2CCOCC2)cc2c(=O)n3cccc(C)c3nc21	-1.1	0	-1.0	-2	x	-3	-38	1.2	-161
SMILES	BoNT-A LC inh2	Anthrax LF prot	FadD28 FP inh	BoNT-F LC inh	TcdB GH inh	Y pestis TopoI	PrPC TRFRET	PfHsp40 yeast	CCHFV vOTU inh
O=C(CN1C(=O)c2ccc([N+](=O)[O-])cc2C1=O)Nc1nccs1	-4.3	2	-1.8	-24	0.0	9	-17	-1.3	-14
Cc1ccc(N2C(=O)CC(Sc3ncccc3C(=O)O)C2=O)cc1 (stereo not given)	0.6	-3	-4.2	-9	1.7	6	1	-0.6	-5
CC(C)NC(=O)c1ccc(COc2cc(Cl)ccc2Cl)o1	-2.1	-2	-1.5	-2	1.0	1	1	0.6	3
COC1(OC)N=C(N)C2(C#N)C(c3ccc4c(c3)OCO4)C12C#N (stereo not given)	0.2	3	1.4	-4	x	-2	-10	-2.0	-7
OC(COc1ccc(-c2ccccc2)cc1)CN1CCCCC1 (stereo not given)	-0.1	-6	-3.9	1	-0.1	4	-5	x	-11
Nc1ncnc2c1ncn2[C@@H]1O[C@H](C(=O)NCCCN2CCCC2=O)[C@@H](O)[C@H]1O	0.1	2	-2.0	-2	-1.9	x	8	x	11
O=C(CN1CCc2ccccc2C1)Nc1cccc(S(=O)(=O)N2CCOCC2)c1	x	x	-1.2	x	1.9	15	6	-1.2	-12
Nc1ccc(C(=O)C(=O)c2ccccc2)cc1	x	x	-2.5	x	1.5	-10	8	21	10
COc1ccc(/C=N/NC(=S)Nc2ccccc2[N+](=O)[O-])cc1O	-0.4	-1	-3.3	-10	-1.6	-8	-21	-1.8	0
Cc1cccc(CN(C)C[C@H]2OCc3cnnn3CCCC(=O)N([C@@H](C)CO)C[C@@H]2C)c1	-0.5	0	-3.9	-6	1.4&-0.7	-2	-4	x	-8
CC(C)N(C(=O)N1CCC(c2nc(-c3ccncc3)no2)CC1)C(C)C	-1.4	-2	0.2	-7	x	12	6	-0.3	1
COc1ccccc1C(O)c1ncc(-c2ccc(Cl)cc2)[nH]1 (stereo not given)	-0.1	-6	-2.9	-3	0.5	1	-1	x	-6
Cn1c(N)c(C(=O)COC(=O)CNC(=O)c2ccccc2Cl)c(=O)n(C)c1=O	-2.8	2	-3.5	-13	-1.1	2	-1	-0.9	5
CCOc1ccc(S(=O)(=O)N2CCC(C(=O)N3CCN(Cc4ccccc4)CC3)CC2)cc1	-0.6	-3	0.4	-3	0.7	28	6	0.2	17
CCOC(=O)c1nnn(CC(=O)Nc2ccccc2)c1C(=O)OCC	-0.4	0	-0.6	0	1.1	-6	-4	-1.1	-7
Cc1oc(-c2ccccc2Cl)nc1CS(=O)(=O)CC(=O)NC(C)c1ccccc1 (stereo not given)	-1.1	-5	-4.3	-10	0.5	34	3	-0.4	6
COC(=O)CN1C(=O)[C@H]2[C@@H](c3ccc(C)o3)N3C(=O)CN(Cc4ccccn4)C(=O)[C@@]3(Cc3ccccc3)[C@H]2C1=O	0.0	-2	-3.3	3	-0.1	4	0	-2.7	-2
O=C(N/N=C/c1ccc2c(c1)OCO2)c1ccc2ccccc2n1	0.0	1	-4.4	-10	0.6	1	5	-0.1	0
CCCCC(=O)N(c1ccc(C)c(C)c1)C1C=CS(=O)(=O)C1 (stereo not given)	-0.5	-13	0.1	-10	-0.2	9	-3	0.1	-10
Oc1ccc(-c2nccs2)cc1	0.4	2	2.0	2	21*	-9	3	0.1	-22
C#CCOCCOCCOCCNc1nc(N2CCN(C(=O)[C@H](CCCCN)n3cc(CCC(=O)O)nn3)CC2)nc(N2CCN(C(=O)[C@H](Cc3ccc(O)cc3)n3cc(CCO)nn3)CC2)n1	-0.1	-3	-3.6	-6	0.6	4	0	-1.3	-3
COc1ccc(C)cc1NC(=O)C(=O)NNC(=O)COc1ccc(Cl)cc1	-0.9	-1	-3.2	0	0.8	10	-10	-0.1	0
CCn1cc(CN2CCC(C(=O)Nc3ccc(Oc4cccnc4)cc3)CC2)c(C)n1	1.2	2	13*	5	2.4	3	-12	0.8	10
Cc1nn(Cc2ccccc2)c(N)c1C#N	1.1	-3	0.0	-2	x	11	2	0.7	10
Cc1cc(=O)c2c(o1)C(=O)c1occc1C2=O	-0.3	-13	u	2	-6.3	-8	-18	0.5	106*
SMILES	BoNT-A LC inh2	Anthrax LF prot	FadD28 FP inh	BoNT-F LC inh	TcdB GH inh	Y pestis TopoI	PrPC TRFRET	PfHsp40 yeast	CCHFV vOTU inh
N#Cc1nnn2c1nc(N)c1c(Cl)cccc12	0.1	-9	-3.6	-2	0.6	x	-2	x	3
O=C(N=C1SCC(=O)N1c1ccccc1Cl)c1ccccc1	-0.1	0	-2.8	-6	1.0	3	3	-1.2	-6
CC(C)(C)C1=Nn2c(nnc2-c2ccco2)SC1	0.0	-3	0.7	28	x	13	1	-1.7	-5
CC(=O)N(Cc1cccnc1)c1cccc(-c2nc3ccccc3s2)c1	0.0	-3	-2.2	-1	-1.9	18	6	-1.1	4
CCCCCCn1c(N2CCC(C(N)=O)CC2)nc2c1c(=O)[nH]c(=O)n2C	-0.3	-2	-0.8	-8	x	14	6	1.1	0
N#CC1=C(O)CCCn2c1nc1ccccc1c2=O	u	-3	-0.2	-20	x	-1	-8	-0.1	19
Cc1ccc(OCC2Cn3c(nc4c3c(=O)[nH]c(=O)n4C)O2)cc1C (stereo not given)	2.1	31*	0.7	14	0.6	11	-2	-0.4	9
CCC(C)(C)NC(=O)C(OC(=O)c1cc2sccc2n1C)c1ccc(OC)cc1 (stereo not given)	-1.0	-3	-3.1	-1	x	-3	-4	-0.5	-7
CCOC(=O)c1c(NC(=O)c2cccs2)sc(CC)c1-c1cccs1	0.9	-3	-3.7	-2	x	8	-7	-0.4	-11
CCOC(=O)c1sc2cc([N+](=O)[O-])cc(SCC(C)C)c2c1N	32*	21	-1.0	18	x	1	0	-0.2	-6
O=C(Nc1cccc(C(F)(F)F)c1)c1cccnn1	-3.3	-9	-0.9	-15	-0.2	3	-6	-0.6	-10
CCCCNC(=S)NNC(=O)c1cccnc1	0.3	-4	-5.1	-8	x	6	1	0.7	1

Reformatted: results already given.
| structure | BoNT-A LC inh2 | Anthrax LF prot | FadD28 FP inh | BoNT-F LC inh | TcdB GH inh | Y pestis TopoI | PrPC TRFRET | PfHsp40 yeast | CCHFV vOTU inh |
| --- | --- | --- | --- | --- | --- | --- | --- | --- | --- |
| CCOC(=O)c1c(NC(=O)c2cccs2)sc(CC)c1-c1cccs1 | 0.9 | -3 | -3.7 | -2 | x | 8 | -7 | -0.4 | -11 |
| N#CC1=C(O)CCCn2c1nc1ccccc1c2=O | u | -3 | -0.2 | -20 | x | -1 | -8 | -0.1 | 19 |
| O=C(N=C1SCC(=O)N1c1ccccc1Cl)c1ccccc1 | -0.1 | 0 | -2.8 | -6 | 1.0 | 3 | 3 | -1.2 | -6 |
| CC(=O)N(Cc1cccnc1)c1cccc(-c2nc3ccccc3s2)c1 | 0.0 | -3 | -2.2 | -1 | -1.9 | 18 | 6 | -1.1 | 4 |
| CCC(C)(C)NC(=O)C(OC(=O)c1cc2sccc2n1C)c1ccc(OC)cc1 (stereo not given) | -1.0 | -3 | -3.1 | -1 | x | -3 | -4 | -0.5 | -7 |
| N#Cc1nnn2c1nc(N)c1c(Cl)cccc12 | 0.1 | -9 | -3.6 | -2 | 0.6 | x | -2 | x | 3 |
| CCOC(=O)c1sc2cc([N+](=O)[O-])cc(SCC(C)C)c2c1N | 32* | 21 | -1.0 | 18 | x | 1 | 0 | -0.2 | -6 |

As a short view, three of the compounds above:
SMILES	BoNT-A LC inh2	Anthrax LF prot	FadD28 FP inh	BoNT-F LC inh	TcdB GH inh	Y pestis TopoI	PrPC TRFRET	PfHsp40 yeast	CCHFV vOTU inh
N#Cc1nnn2c1nc(N)c1c(Cl)cccc12	0.1	-9	-3.6	-2	0.6	x	-2	x	3
O=C(N=C1SCC(=O)N1c1ccccc1Cl)c1ccccc1	-0.1	0	-2.8	-6	1.0	3	3	-1.2	-6
CC(C)(C)C1=Nn2c(nnc2-c2ccco2)SC1	0.0	-3	0.7	28	x	13	1	-1.7	-5

Screening results from PubChem.
